Screening data as filed in PubChem BioAssay.
RGS4 pot: potentiators or activators of RGS4; HEK293 M3R/inducible RGS4, carbachol calcium flux Fluo4; active compounds read low; B-score at 10 µM; 310,000 compounds, 0.92% hits;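 active = B-score of the integrated calcium signal more than 4 SD below the library mean, with starting fluorescence not abnormally high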;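 also: negative B-score means reduced calcium response which marks RGS4 activation or potentiation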
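Assay system: Inducible-RGS4 HEK293 cells carrying M3 receptor | Schedule: Compound preincubation 20 min at room temperature before agonist | Signal: Kinetic calcium fluorescence imaging with Fluo4-AM dye, 2 µM | Read-out basis: B score from integrated fluorescence ratio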
ANO1 block: mouse TMEM16A channel inhibition, primary screen | Q8BHY3 | HEK293 TMEM16A/YFP iodide influx fluorescence, ionomycin | normalized B-score (activity score, 25-100; higher = stronger inhibition) at 10 µM | 310,000 compounds, 1.2% hits;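 active = ratio plate-corrected score three or more library SD toward inhibition, starting fluorescence score within five deviations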;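 also: score derived from kinetic fluorescence span divided by baseline fluorescence per well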
SKKanGAS inh: blocks kanamycin growth of S. pyogenes SKKanGAS strain; BacTiter-Glo, 6 h; inhibition, % at 7.5 µM; 300,000 compounds, 1.3% hits;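 active = mean replicate score, as percent of positive control median, at least 50; inconclusive = mean below 50 but one replicate at or above 50; inactive = mean and every replicate below 50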;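 also: strain carries kanamycin resistance gene driven by streptokinase promoter and grows in 40 µg/ml kanamycin; loss of luminescence reflects streptokinase promoter inhibition or plain growth inhibition; 0% = median of DMSO wells and 100% = positive control at its reference dose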
TMEM16A act: activates or potentiates the mouse TMEM16A chloride channel | B-score at 10 µM | Q8BHY3 | 340,000 compounds, 0.3% hits | HEK293 TMEM16A/YFP-H148Q/I152L, iodide quench fluorescence; active compounds read low;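 active = fluorescence-ratio B-score plate-corrected deviation score at least 3 library SD below zero, with starting fluorescence score within 5 deviations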;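 also: channel opened by trigger with iodide after compound preincubation; score built on the fluorescence ratio of max minus min over baseline; more negative score means more quench and so TMEM16A activation or potentiation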
TRPC6 inh: blocks the mouse TRPC6 cation channel; Q61143; HEK293-TRPC6, membrane potential dye, ACh-evoked depolarization; active compounds read low; B-score at 10 µM; 310,000 compounds, 1.1% hits; AID 2553;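 active = B-score under library mean minus 3 SD, initial fluorescence not abnormally high, positive integrated signal ratio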;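 also: B-score derived from integrated fluorescence ratio over the kinetic read; more negative B-score means stronger inhibition of depolarization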
TRPC6 activator: activates the mouse TRPC6 cation channel; Q61143; HEK293-TRPC6 membrane potential dye fluorescence; active compounds read high; B-score at 10 µM; 310,000 compounds, 0.13% hits; AID 2550;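 active = B-score of the integrated fluorescence ratio above library mean plus 3 SD, and starting fluorescence ratio within library mean plus 5 SD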;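 also: higher score means more depolarization so channel activation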
MrgX1 antag: blocks BAM8-22 activation of human MrgX1 receptor; MRGX1-HEK293 calcium flux, Fluo-4, BAM8-22 antagonism; active compounds read low; 310,000 compounds, 1.3% hits; B-score at 10 µM;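 active = calcium-response B-score plate-corrected more than 3 library SD below zero, starting fluorescence within 5 deviations, no agonist response on first addition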;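 also: peak minus trough fluorescence over baseline after final BAM8-22 challenge near maximal dose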
Target sequence (Q96LB2 whole entry, looked up): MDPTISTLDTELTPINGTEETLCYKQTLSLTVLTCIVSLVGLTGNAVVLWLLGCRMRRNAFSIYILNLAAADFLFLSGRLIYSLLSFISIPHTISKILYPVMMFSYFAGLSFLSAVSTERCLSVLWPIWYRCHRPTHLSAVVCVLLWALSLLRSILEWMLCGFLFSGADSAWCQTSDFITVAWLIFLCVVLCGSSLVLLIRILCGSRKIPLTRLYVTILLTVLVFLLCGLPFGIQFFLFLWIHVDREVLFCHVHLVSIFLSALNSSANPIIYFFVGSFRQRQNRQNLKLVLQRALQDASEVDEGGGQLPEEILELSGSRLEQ
HDAC3 inhib: human HDAC3 inhibition; O15379; recombinant HDAC3, fluorogenic peptide/trypsin coupled, fluorescence; inhibition, % at 8.3 µM; 320,000 compounds, 0.15% hits; AID 2718; in the data active = inhibition above about 26%, passing the limit was not always enough; inconclusive = no clear call, values can overlap the other calls
Target sequence (O15379 whole entry, looked up): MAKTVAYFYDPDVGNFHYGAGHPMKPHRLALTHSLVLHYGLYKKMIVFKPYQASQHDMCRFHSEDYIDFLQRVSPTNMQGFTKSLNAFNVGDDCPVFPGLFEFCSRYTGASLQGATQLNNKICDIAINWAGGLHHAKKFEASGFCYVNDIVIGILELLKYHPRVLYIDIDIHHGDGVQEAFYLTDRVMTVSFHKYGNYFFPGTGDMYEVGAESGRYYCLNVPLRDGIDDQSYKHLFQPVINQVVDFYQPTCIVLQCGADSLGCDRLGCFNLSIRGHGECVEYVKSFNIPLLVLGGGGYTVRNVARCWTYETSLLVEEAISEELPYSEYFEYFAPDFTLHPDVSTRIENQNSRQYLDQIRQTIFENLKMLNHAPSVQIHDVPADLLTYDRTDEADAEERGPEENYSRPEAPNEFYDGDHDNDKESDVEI
RGS4 inh: inhibitors of human RGS4. HEK293 M3R/RGS4 inducible, Fluo-4 calcium flux; active compounds read high; triggered by carbachol at its EC20. B-score at 10 µM. 310,000 compounds, 0.45% hits;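 active = B-score, a plate-corrected calcium signal, over three deviations above library mean, with baseline fluorescence within five deviations of library mean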;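 also: RGS4 expression induced by doxycycline in cells with stable M3 receptor; B-score is computed from the integrated fluorescence ratio over baseline after carbachol; higher B-score means a larger calcium signal and so more RGS4 inhibition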
Target sequence (P49798 whole entry, looked up): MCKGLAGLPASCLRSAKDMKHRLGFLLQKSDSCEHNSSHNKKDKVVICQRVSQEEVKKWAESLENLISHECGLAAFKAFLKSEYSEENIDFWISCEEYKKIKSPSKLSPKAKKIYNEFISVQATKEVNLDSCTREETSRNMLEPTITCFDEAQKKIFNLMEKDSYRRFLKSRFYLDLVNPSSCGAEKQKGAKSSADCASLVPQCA
MrgX1 agonist: human MrgX1 receptor agonism, primary screen; AID 588627; MrgX1-HEK293 cells, Fluo-4 calcium fluorescence, agonist mode; active compounds read high; B-score at 10 µM; 310,000 compounds, 0.44% hits;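 active = calcium response B-score plate-corrected fluorescence ratio at least 3 library SD, with starting fluorescence B-score inside 5 SD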
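Test system: Stable human MrgX1 HEK293 cell line | Schedule: Overnight plating before 1 h dye loading | Read-out basis: Baseline-normalised fluorescence change ratio, B-scored | Detection: Kinetic calcium dye fluorescence, Fluo-4 NW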
MrgX1 PAM: allosterically activates human MrgX1 receptor signaling; Q96LB2; MrgX1-HEK293, Fluo-4 calcium flux, FDSS; active compounds read high; B-score at 10 µM; 310,000 compounds, 0.63% hits; AID 588675;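 active = plate-corrected calcium response at least 3 library SD above typical, normal starting fluorescence, not activating the receptor alone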;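 also: compound read alongside a low EC10 to EC30 dose of BAM8-22 agonist; peak minus trough fluorescence over baseline measured at the second addition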
An asterisk follows results filed as active; i = inactive; u = inconclusive; x = no result given; & = joins results of further samples.

no.	SMILES	RGS4 pot	ANO1 block	SKKanGAS inh	TMEM16A act	TRPC6 inh	TRPC6 activator	MrgX1 antag	HDAC3 inhib	RGS4 inh	MrgX1 agonist	MrgX1 PAM
1	CC(C)C(c1nnnn1C(C)(C)C)N1CCC(Cc2ccccc2)CC1 (stereo not drawn)	i	i	-6	i	i	i	i	7	i	i	i
2	COc1ccc(-n2c(=S)[nH]c3cc(C(=O)Nc4ccccc4OC)ccc3c2=O)cc1	i	i	0	x	i	i	i	-9	i	i	i
3	COC(=O)c1cn(NC(=O)c2ccc(F)cc2)c(=O)c2ccccc12	i	i	-11	i	i	i	i	1	i	i	i
4	Cc1ccc2c(c1)N(CCC(=O)NCc1cccs1)C(=O)C(C)O2 (stereo not drawn)	i	i	-3	i	i	i	i	5	i	i	i
5	CN(C)C(=O)N1CCC(C(=O)NC2CCCCCCC2)CC1	i	i	-3	i	i	i	i	-4	i	i	i
6	O=C(O)CCCC(=O)Nc1ccc(Br)cc1	i	i	-3	i	i	i	i	-3	i	i	i
7	COc1ccc(C2NC(c3ccc(OC)c(OC)c3OC)C(C)C(=O)C2C)c(OC)c1OC (stereo not drawn)	i	i	1	i	i	i	i	-1	i	i	i
8	COc1cc(C(=O)NC(=S)Nc2ccc3[nH]c(=O)[nH]c3c2)cc(OC)c1OC	i	i	4	i	i	i	i	-1	i	i	i
9	COc1ccc(-c2nc(CSCC(=O)NCc3ccc4c(c3)OCO4)c(C)o2)cc1OC	i	i	0	i	i	i	i	3	i	i	i
10	CC(Oc1ccc2ccccc2c1)C(=O)N/N=C/c1cccnc1 (stereo not drawn)	i	i	2	i	i	i	i	0	i	i	i
11	Cc1ccccc1-c1nsc(SCC(=O)Nc2ccc3c(c2)OCO3)n1	i	i	-5	i	i	i	i	-8	i	i	i
12	CS(=O)(=O)N1CCN(Cc2ccc(C(F)(F)F)cc2)CC1	i	i	-5	i	i	i	i	1	i	i	i
13	c1ccc(N=P(N2CCOCC2)(N2CCOCC2)N2CCOCC2)cc1	i	i	1	i	i	i	i	-4	i	i	i
14	Cc1ccc(S(=O)(=O)NC(C(=O)N2CCOCCOCCOCC2)c2ccccc2)cc1 (stereo not drawn)	i	i	4	i	i	i	i	0	i	i	i
15	COc1cc2nc(N3CCN(C(=O)C4CCCO4)CC3)nc(N)c2cc1OC (stereo not drawn)	i	i	0&-4	i	i	i	i	-59&-42	i	i	i
16	CCN(CC)c1ccc(/C=c2\sc3nc4ccccc4n3c2=O)c(O)c1	i	x	-39	i	i	i	x	x	i	x	x
17	C=CCn1c(SCC(=O)NCCc2ccccc2)nnc1C1CC1	i	i	0	i	i	i	i	1	i	i	i
18	CC(NC(=O)C1CC1)c1ccc(-c2ccccc2)cc1 (stereo not drawn)	i	i	-4	i	i	i	i	4	i	i	i
19	COC(=O)c1ccc(NC(=O)Nc2ccccc2C)cc1	i	i	7	i	i	i	i	-4	i	i	i
20	Cc1ccc(CNC(=O)Cn2c(=O)c3sccc3n(Cc3ccc([N+](=O)[O-])cc3)c2=O)cc1	i	i	-1	i	i	i	i	3	i	i	i
21	COc1ccc(CNc2nc(NCc3ccc(OC)cc3)n(S(C)(=O)=O)n2)cc1	i	i	2	i	i	i	i	10	i	i	i
22	O=C(COC(=O)/C=C/C(=O)N1CCN(c2ccccc2)CC1)NCc1ccc(F)cc1	i	i	-2	i	i	i	i	1	i	i	i
23	O=C(NC(=S)Nc1ccccc1N1CCCC1)c1cccs1	i	i	17	i	i	i	i	1	i	i	i
24	CCOc1ccccc1NC(=O)CCS(=O)(=O)c1cccc2nsnc12	i	i	1	i	i	i	i	-1	i	i	i
25	O=C(CNC(=O)c1cccc(Br)c1)N/N=C/c1ccc[nH]1	i	i	-7	i	i	i	i	-1	i	i	i
26	CN(C)c1ccc(C(=O)OCC(=O)NC2CCCCCC2)cc1	i	i	-9	i	i	i	i	0	i	i	i
27	Cc1c(NC(=O)C(C)OC(=O)c2cc(Cl)nc(Cl)c2)c(=O)n(-c2ccccc2)n1C (stereo not drawn)	i	i	-3	i	i	i	i	2	i	i	i
28	CCN1CCN(CC(O)COc2ccc(C(C)=O)cc2)CC1 (stereo not drawn)	i	i	-7	i	i	i	i	6	i	i	i
29	CCCC[C@H]1COCCS(=O)(=O)N1Cc1ccccc1F	i	i	2	i	i	i	i	4	i	i	i
30	COc1ccc(OC)c(NC(=O)COC(=O)CSc2ccc(Cl)cc2)c1	i	i	1	i	i	i	i	8	i	i	i
31	O=C(NC1CCCC1)C(c1cccnc1)N(C(=O)c1csnn1)c1ccc(F)cc1 (stereo not drawn)	i	i	1	i	i	i	i	-1	i	i	i
32	CS(=O)(=O)c1ccc(NS(=O)(=O)c2ccc3ccccc3c2)cc1	i	i	2	i	i	i	i	u	i	i	i
33	COc1ccc(NC(=O)N2CCCC(C(=O)NCc3ccccc3F)C2)cc1 (stereo not drawn)	i	i	2	i	i	i	i	3	i	i	i
34	CCCCNc1nc2ccccc2[nH]1	i	i	1	i	i	i	i	-2	i	i	i
35	COc1ccc2cc(CCNC(=O)C(C)C)c(=O)[nH]c2c1	i	i	2	i	i	i	i	3	i	i	i
36	O=C(NCCC1=CCCCC1)C(=O)NCC1OCCCN1S(=O)(=O)c1ccccc1 (stereo not drawn)	i	i	-1	i	i	i	i	-3	i	i	i
37	CN(Cc1ccccc1F)c1ncnc2sccc12	i	i	-2	i	i	i	i	11	i	i	i
38	COc1ccc(C(c2c(O)nc(SC)n(C)c2=O)c2c(O)nc(SC)n(C)c2=O)cc1O	i	i	0	i	i	i	-7.3*	2	i	i	i
39	Cc1ccc(CNS(=O)(=O)c2c(C)[nH]c(C)c2C(=O)N2CCCC2)cc1	i	i	-2	i	i	i	i	-3	i	i	i
40	O=C(Cc1cccs1)NCc1cccnc1	i	i	-4	i	i	i	i	-4	i	i	i
41	COC(=O)CS(=O)(=O)c1ccc(C)cc1	i	i	-22	i	i	i	i	4	i	i	i
42	O=c1cc(O)c(-c2ccccc2)c(Cl)[nH]1	i	i	11	i	i	i	i	-5	i	i	i
43	CCc1nn(CC(=O)NCCN2CCN(C)CC2)c(=O)c2cc3occc3n12	i	i	-4	i	i	i	i	0	i	i	i
44	Cc1ccc(Cn2c(CN(C)Cc3ccccc3)nc3c2c(=O)n(C)c(=O)n3C)cc1	i	i	4	i	i	i	i	1	i	i	i
45	CC(=O)c1sc(NC(=O)CN2C(=O)NC3(CCCC3)C2=O)nc1-c1ccccc1	i	i	-5	i	i	i	-6.4*	3	i	i	i
46	COc1ccc(Cl)cc1NC(=O)/C=C/C(=O)O	i	i	1	i	i	i	i	4	i	i	i
47	Cn1c(=O)c2c(nc(CN3CCN(C(=O)c4ccco4)CC3)n2Cc2ccccc2F)n(C)c1=O	i	i	-1	i	i	i	i	-1	i	i	i
48	S=C(NCCSCc1ccc(Cl)c(Cl)c1)Nc1ccccc1	-8.3*	100*	52*	i	i	i	i	4	i	i	i
49	COc1cccc(CNS(=O)(=O)c2ccc3c(c2)N(C(C)=O)CCS3)c1	i	i	-2	i	i	i	i	-2	i	i	i
50	CCCCCNC(=O)C(C#N)c1nc2ccccc2nc1N1CCCC1 (stereo not drawn)	i	i	11	i	i	i	i	-3	i	i	i
51	Cc1ccccc1CNC(=O)CN(c1cccc([N+](=O)[O-])c1)S(C)(=O)=O	i	i	-1	i	i	i	i	3	i	i	i
52	Cc1ccc(NC(=O)c2ccc(OC(=O)COc3ccc(Cl)cc3C)cc2)cc1	i	i	-6	i	i	i	i	9	i	i	i
53	O=c1cc(COc2ncnc3c(Cl)cc(Cl)cc23)nc2sccn12	i	i	-10	i	i	i	i	x	i	i	i
54	CCCOc1ccc(Br)cc1/C=N/O	i	i	-2	i	i	i	i	-4	i	i	i
55	O=C(Nc1ccc(S(=O)(=O)N2CCCC2)cc1)c1cc(=O)c2ccccc2o1	i	i	8	i	i	i	i	x	i	i	i
56	OC(CNC1CCCC1)COc1ccc(-c2ccccc2)cc1 (stereo not drawn)	i	i	0	i	i	i	i	-1	i	i	i
57	CC(=O)N1CC(C)Sc2ccc(S(=O)(=O)NCCc3ccc(C)cc3)cc21 (stereo not drawn)	i	i	-24	i	i	i	i	3	i	i	i
58	COc1ccc(N2CCN(C(CNC(=O)c3ccc4c(c3)OCO4)c3cccnc3)CC2)cc1 (stereo not drawn)	i	i	1	i	i	i	i	9	i	i	i
59	Cc1c(NS(=O)(=O)c2ccccc2F)c(=O)n(-c2ccccc2)n1C	i	i	-9	i	i	i	i	-9	i	i	i
60	COc1ccc(NC(=O)c2ccc([N+](=O)[O-])cc2[N+](=O)[O-])c(OC)c1	i	i	2	i	i	i	i	-1	i	i	i

(cont.)
no.	SMILES	RGS4 pot	ANO1 block	SKKanGAS inh	TMEM16A act	TRPC6 inh	TRPC6 activator	MrgX1 antag	HDAC3 inhib	RGS4 inh	MrgX1 agonist	MrgX1 PAM
61	Oc1ccc(N=Nc2ccccc2)o1	i	i	0	i	i	i	i	3	4.9*	i	i
62	COc1cc2c(cc1OC)CN(C(=O)c1ccc(OC)c([N+](=O)[O-])c1)CC2	i	i	-5	i	i	i	i	1	i	i	i
63	CCCCCCNS(=O)(=O)c1nc2nc(C)cc(C)n2n1	i	i	1	i	i	i	i	-2	i	i	i
64	Cc1ccc(S(=O)(=O)N(C)C)cc1NC(=O)CSc1nnnn1-c1ccc(O)cc1	i	i	-10	i	i	i	i	5	i	i	i
65	Cc1cccc(N2N=C(C(=O)N3CC(=O)Nc4ccccc43)CCC2=O)c1	i	i	-1	i	i	i	i	4	i	i	i
66	COc1ccccc1Cn1c(CCCO)nc2ccccc21	i	i	3	i	i	i	i	-8	i	i	i
67	O=C(c1ccco1)N(CCC(c1ccccc1)c1ccco1)Cc1ccc(F)cc1 (stereo not drawn)	i	i	13	i	i	i	i	8	i	i	i
68	CCN(CC)S(=O)(=O)c1ccc(/C=C/C(=O)Nc2ccccc2N2CCOCC2)cc1	i	i	2	i	i	i	i	4	i	i	i
69	CCNc1nc2c(c(=O)n(Cc3ccccc3)c(=O)n2C)n1Cc1ccccc1	i	i	2	i	i	i	i	-1	i	i	i

Rows were taken by chance (roughly 6.7% active in at least one column).
